Screening data (PubChem BioAssay)
TDP2 inh: human TDP2 enzyme inhibitors, primary screen, biochemical, epi absorbance, recombinant enzyme; AID 720702, 2013; T5PNP hydrolysis, p-nitrophenol absorbance 415 nm; 0.34% of 370,000 active; inhibition, % at 12.8 µM; Tyrosyl-DNA phosphodiesterase 2 (Homo sapiens), O95551;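 active = inhibition above the mean of all tested compounds plus 3 SD, set per campaign, cut at about 25% in these data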;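 also: 0% = DMSO with enzyme and 100% = buffer with substrate but no TDP2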
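Test system: human TDP2 enzyme; Input: 120 nM TDP2 per well; Buffer or medium: Mg2+-containing Tris-HCl buffer, pH 7.5; Reagent: 5 mM T5PNP; Dosing: 12.8 µM single point, 1% DMSO; Incubation: reaction 2 h, 37 °C; Detection: p-Nitrophenol epi absorbance; Read-out: % inhibition relative to enzyme-containing and enzyme-free wells; Replicates: single well per compound.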
KLK7 zymogen act: proKLK7 zymogen activators, primary screen, biochemical, fluorescence intensity. Kallikrein-7 (Homo sapiens), P49862. 0.9% of 370,000 active. activation, % at 7 µM. purified proKLK7, EDANS-DABCYL substrate fluorescence; 100% is mature enzyme control, 0% vehicle;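 active = activation above the mean of all tested compounds plus 3 SD, computed per campaign excluding outliers beyond control limits, cut at about 13% in these data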
UHRF1 MBD2 ctr: UHRF1 methylated DNA binding inhibitors, primary screen, counter-screen for MBD2 inhibitor project, biochemical, TR-FRET, human UHRF1, single concentration | UHRF1 binding to methylated oligo | AID 687016, 2013 | inhibition, % at 4.4 µM | 0.75% of 370,000 active | E3 ubiquitin-protein ligase UHRF1 (Homo sapiens), Q96T88; in the data active = inhibition above about 21%;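 also: UHRF1 SRA domain binding a hemimethylated CpG hairpin DNA probe; 0% = median of test compound wells and 100% = reference inhibitor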
SIAE primary: human SIAE inhibitors, primary screen, biochemical, fluorescence polarization, FP-Rh probe, 1536-well HTS | 0.69% of 370,000 active | SIAE FP-Rh probe binding | inhibition, % at 9.66 µM | Sialate O-acetylesterase (Homo sapiens), Q9HAT2;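 active = inhibition above a cutoff: mean of compounds within the control limits plus 3 SD of those, cut at about 17% in these data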;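 also: 0% = plate median of compound wells and 100% = probe without SIAE protein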
LEDGF integ inh: blockers of LEDGF/p75-dependent integrase strand transfer – biochemical, TR-FRET, high throughput, primary screen | 0.64% of 370,000 active | TR-FRET IN-LEDGF/p75 DNA integration, Eu/Cy5 | inhibition, % at 3.7 µM;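 active = inhibition above the screen-wide mean plus 3 SD, cut at about 13% in these data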;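 also: signal is the Cy5 over europium emission ratio at 671 and 618 nm; 0% = plate median of compound wells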
PRMT1 FP inh: PRMT1 methyltransferase inhibitors, primary screen, biochemical, fluorescence polarization; Protein arginine N-methyltransferase 1 (Homo sapiens), Q99873; recombinant PRMT1, activity-based probe fluorescence polarization; inhibition, % at 2.79 µM; 1.3% of 370,000 active; AID 652257, 2013;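 active = inhibition above about 21% made by adding two undisclosed values, limit read from the data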
TCR-CD3 inh: inhibitors of human TCR-CD3 interaction, primary screen, biochemical, fluorescence, TAMRA-labeled TCR probe. T-cell receptor (TCR). 0.37% of 360,000 active. inhibition, % at 9.4 µM; in the data active = inhibition above about 19%;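 also: recombinant mutant TCR 2C K166C tagged with TAMRA read by polarization; 0% = receptor in buffer alone and 100% = receptor with positive control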
DDE Tn7 FP inh: inhibitors of Tn7 peptide binding to fibrin DD(E), primary screen, biochemical, fluorescence polarization, human fibrin, Tn7 probe; FP displacement of FITC-Tn7 peptide from fibrin DD(E); 0% = median of compound wells per plate; inhibition, % at 8.3 µM; 0.13% of 370,000 active; AID 720508, 2013;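 active = inhibition above the mean of compounds falling within the control limits plus 3 SD of them, cut at about 14% in these data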;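 also: 0% = plate median of compound wells and 100% = 10 µM Aha-Tn7 peptide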
Target sequence (P02675 whole entry, looked up): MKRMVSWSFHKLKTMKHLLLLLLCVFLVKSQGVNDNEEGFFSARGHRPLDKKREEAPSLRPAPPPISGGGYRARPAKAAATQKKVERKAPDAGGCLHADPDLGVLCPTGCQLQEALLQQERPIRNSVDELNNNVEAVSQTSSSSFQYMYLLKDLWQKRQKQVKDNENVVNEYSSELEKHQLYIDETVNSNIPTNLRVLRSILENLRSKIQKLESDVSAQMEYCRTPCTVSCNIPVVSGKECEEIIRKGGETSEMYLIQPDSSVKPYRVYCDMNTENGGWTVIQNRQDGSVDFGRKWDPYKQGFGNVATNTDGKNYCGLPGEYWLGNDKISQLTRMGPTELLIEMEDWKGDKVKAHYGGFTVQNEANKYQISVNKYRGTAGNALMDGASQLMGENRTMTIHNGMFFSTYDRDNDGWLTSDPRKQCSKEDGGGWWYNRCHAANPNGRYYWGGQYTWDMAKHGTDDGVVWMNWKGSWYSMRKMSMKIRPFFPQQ
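System: human fibrin DD(E); quantity: Fibrin-DD(E) at 2 µM final; also added: fluorescent Tn7 probe at 0.1 µM; compound dosing: single nominal test concentration of 8.3 µM per compound; schedule: 10 min preincubation, 3 h with tracer, room temperature; detection: fluorescence polarization of the labelled Tn7 tracer; repeats: one replicate per compound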
Tn6 DDE FP: inhibitors of Tn6 peptide binding to fibrin DD(E), primary screen, biochemical, fluorescence polarization, human fibrin, Tn6 probe; Fibrin DD(E) TRITC-Tn6 fluorescence polarization displacement; 0.21% of 370,000 active; Fibrinogen beta chain (Homo sapiens), P02675; inhibition, % at 8.3 µM; AID 720509, 2013;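 active = inhibition above a per-campaign cutoff: mean of compounds within control limits plus 3 SD, cut at about 15% in these data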;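 also: 0% = median of all compound wells on the plate and 100% = blocking peptide control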
MBD2 DNA inh: inhibitors of MBD2 binding to methylated DNA, primary screen, biochemical, TR-FRET, DNA-binding domain, human. Methyl-CpG-binding domain protein 2 (Homo sapiens), Q9UBB5. MBD2 binding to methylated oligonucleotide. inhibition, % at 4.4 µM. 0.31% of 370,000 active; in the data active = inhibition above about 13%
Target sequence (Q9UBB5 whole entry, looked up, the tested form may be a part): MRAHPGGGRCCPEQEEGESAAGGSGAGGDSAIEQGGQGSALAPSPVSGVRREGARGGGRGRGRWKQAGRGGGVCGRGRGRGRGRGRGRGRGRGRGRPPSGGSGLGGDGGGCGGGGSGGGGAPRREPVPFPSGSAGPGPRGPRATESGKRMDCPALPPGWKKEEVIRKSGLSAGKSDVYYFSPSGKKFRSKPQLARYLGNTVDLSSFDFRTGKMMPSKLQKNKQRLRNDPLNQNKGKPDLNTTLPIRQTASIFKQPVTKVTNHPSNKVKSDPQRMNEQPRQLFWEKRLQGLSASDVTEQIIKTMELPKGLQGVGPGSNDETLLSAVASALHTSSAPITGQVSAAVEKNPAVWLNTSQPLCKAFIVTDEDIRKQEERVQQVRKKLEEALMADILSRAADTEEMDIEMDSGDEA
* hit, by the source's call; x = not tested or not shown. Random draw from the library; any-hit rate near 4.6%.

SMILES	TDP2 inh	KLK7 zymogen act	UHRF1 MBD2 ctr	SIAE primary	LEDGF integ inh	PRMT1 FP inh	TCR-CD3 inh	DDE Tn7 FP inh	Tn6 DDE FP	MBD2 DNA inh
CC(=O)N1CCN(c2nc(CC(C)C)c3c(c2C#N)CCC3)CC1	7	0.6	14	2	2	1	4	10	-2	1
CC1(C)Cc2c(C#N)c(N3CCN(C(=O)c4ccccc4)CC3)nc(Cc3ccccc3)c2CO1	8	0.2	-3	0	-1	0	-3	2	8	1
O=C1CN(C(=O)CSc2nc3ccccc3c(=O)n2CC2CCCO2)c2ccccc2N1 (centres undefined)	8	-0.5	-2	5	-6	0	-3	5	5	0
Cc1cc2ncn(S(=O)(=O)c3ccc(S(=O)(=O)N4CCOCC4)cc3)c2cc1C	2	0.3	2	4	0	1	1	-2	6	1
CCC[C@H]1[C@@H](OC(=O)NCc2ccc(OC)c(OC)c2)CC[C@@]23CCCN2C(=O)CCC[C@@H]13	-5	x	0	7	-3	2	x	-4	-2	1
COCCNC(=O)C(OC(=O)c1cc2oc(C)cc2n1C)C(C)C (centres undefined)	7	0.5	-2	3	2	-4	-8	4	-7	-3
Cc1[nH]c2ccccc2c1CN1CCN(c2ccccn2)CC1	-1	1.7	1	7	1	2	-5	2	0	-3
O=C(CNS(=O)(=O)c1ccc(F)cc1)N1CCCCCC1	-6	-0.2	0	12	-2	4	2	0	-11	-1
CN(C)C(=O)CSc1nnc(-c2ccncc2)n1Cc1ccco1	-1	0.2	1	-6	-4	1	4	3	8	5
CCOc1ccc(NC(=O)c2cc3c(=O)n(C)c4ccccc4c3n2C)cc1	-6	-0.2	-1	0	2	-11	5	-1	4	-1
CCOC(=O)CNC(=O)CSc1nc(C(C)C)nc2c1cnn2-c1ccccc1	6	-0.2	-1	0	-1	2	-6	-3	-3	3
O=C(CSc1nc2c(c(=O)n1-c1ccc(Cl)cc1)SCC2)Nc1nccs1	0	0.1	2	-2	0	-1	-4	-2	5	7
CCCn1c(SCC(=O)c2ccc(OC)c(OC)c2)nc2c1c(=O)n(C)c(=O)n2C	8	-0.1	0	-1	2	1	-2	1	1	-2
CCOc1cc(C=NNC(=O)c2cccc(S(=O)(=O)N3CCCC3)c2)ccc1O	-3	0.1	0	0	5	1	9	-6	-4	-2
c1ccc(-n2c(-c3ccncc3)nnc2N2CCOCC2)cc1	6	0.2	2	2	-2	-3	2	0	-4	-1
NC(=O)c1c(NC(=O)Cc2ccccc2)sc2c1CCN(Cc1ccccc1)C2	11	4.4	0	0	-3	0	-3	2	-2	-2
O=C(CSc1ccc(F)cc1)Nc1ccc(C2SCCS2)cc1	-20	0.4	0	15	-5	0	-4	5	6	-3
CCN=C1SC(C(=O)Nc2cccc(C(=O)O)c2)CC(=O)N1CC (centres undefined)	-6	0.9	0	-5	-3	4	4	-4	-1	-2
COc1ccc(S(=O)(=O)Nc2ccc(Nc3ccccc3)cc2)cc1	-15	-0.4	-1	9	3	2	-2	-4	-5	-3
COC(=O)c1cccc(NC(=O)CSc2nnc(C)o2)c1	-7	0.5	-2	1	6	-1	1	-2	-2	2
CC(C)N(C(=O)CSc1nnc(Cn2nnc3ccccc32)n1C)C(C)C	7	0.5	1	8	-3	1	5	1	3	2
c1cc[n+](CCCC[n+]2ccccc2)cc1	-14	0.1	1	5	3	-3	-1	-9	7	2
Cc1ccccc1NC(=O)CN1C(=O)S/C(=C\c2ccc(-c3cc(C(=O)O)ccc3C)o2)C1=O	2	-0.2	19	2	-1	13	-1	3	4	7
CCOc1ccc(/C=C2\SC(=S)N(CCC(=O)Nc3cccc(C(=O)O)c3)C2=O)cc1	-4	0.1	-3	0	6	-1	-5	2	-2	2
O=C(COC(=O)CCC(=O)c1ccccc1)NNC(=O)c1ccc(Cl)cc1	4	-0.2	-1	-3	-2	0	3	4	9	1
Next section.
SMILES	TDP2 inh	KLK7 zymogen act	UHRF1 MBD2 ctr	SIAE primary	LEDGF integ inh	PRMT1 FP inh	TCR-CD3 inh	DDE Tn7 FP inh	Tn6 DDE FP	MBD2 DNA inh
COc1ccc(C2(C)NC(=O)N(CC(=O)Nc3ccc4ccccc4c3)C2=O)cc1OC (centres undefined)	13	0.3	1	-10	3	-1	6	8	3	-1
CCOC(=O)c1cc(-c2ccc(Cl)s2)[nH]n1	-10	-0.1	-5	-3	0	-1	-5	-1	6	6
COc1ccc(N(C(C)=O)c2nc(C)cc(C)c2C#N)c(OC)c1	2	0.0	0	1	0	0	0	0	-3	0
O=C1Nc2ccccc2-n2nnnc2C1N1CCCN(Cc2ccc(F)cc2)CC1 (centres undefined)	3	-0.2	0	6	-4	6	0	-1	-3	3
Cc1ccccc1CNC(=O)C(=O)NCC1CCCN1S(=O)(=O)c1ccccc1 (centres undefined)	-7	-0.6	5	3	-4	9	1	-5	0	0
O=C(c1cccc(NC2=NC3CS(=O)(=O)CC3S2)c1)N1CCN(c2ccc(F)cc2)CC1 (centres undefined)	1	-0.4	0	-2	2	0	-2	-4	-6	-4
COc1cccc(-n2c(-c3ccco3)nc3nc4ccccc4nc32)c1	7	0.1	2	-8	2	5	-5	3	5	3
COc1ccc(-c2nnc(-c3cccs3)o2)cc1OC	0	7.3	-2	0	0	1	-3	1	-2	3
CC1(C)OC(C(O)(c2ccccc2)c2ccccc2)[C@@H](C(O)(c2ccccc2)c2ccccc2)O1 (some centres undefined)	3	0.5	-2	-5	1	-1	3	8	-2	0
Cc1ccc(NC(=O)CCCc2ccccc2)nc1	6	-0.4	-1	-3	-2	-2	3	-3	5	-2
FC(F)(F)c1cccc(OCc2nnc3n2CCC3)c1	8	-0.1	1	-3	-5	2	-1	-2	-2	3
CN(C)C1CCCCC=CC(=O)NC1 (centres undefined)	0	0.3	0	-3	-5	-2	-6	4	-3	1
COc1ccccc1OCCNC1CCCC1	-1	0.3	-1	-3	0	-1	-5	3	1	3
CCn1c(C)c2c(C)nnc(C)c2c1C	-2	-3.4	2	0	0	4	-4	-5	-2	-3
CNC(=O)CC(C(=O)O)c1ccc(OCC(C)C)cc1 (centres undefined)	6	0.3	3	-8	1	2	-7	-1	0	1
Cc1c(NC(=O)C(Sc2ccccc2)c2ccccc2)cccc1[N+](=O)[O-] (centres undefined)	-6	-0.2	4	5	0	2	-3	-6	-5	1
COCCCNc1nc2c(c(=O)n(Cc3ccc(Cl)cc3)c(=O)n2C)n1C	4	-0.1	0	9	-3	-6	-1	3	-1	2
CCOC(=O)N1CCN(CC(=O)Nc2sc(CC)cc2C(=O)c2ccc(OC)cc2)CC1	2	-0.2	1	-4	-4	2	7	1	4	2
O=c1oc2ccccc2cc1N1CCOCC1	-8	-0.2	1	3	-1	-1	-3	-4	0	4
C=CCCC(=O)NC1CC(C)(C)Cc2c1cnn2-c1cccc(F)c1 (centres undefined)	2	-0.1	14	7	1	-3	9	-2	1	-7
CC(OC(=O)/C=C/c1ccco1)C(=O)NC1CCCCC1C (centres undefined)	8	0.3	0	2	-1	1	10	-1	6	-6
Nc1ccc([N+](=O)[O-])cc1C(=O)NNC(=O)c1ccco1	-8	0.2	1	6	1	5	27*	-1	-5	-5
CC(C)N(C(=O)CSc1nnc(NC(=O)c2ccco2)s1)C(C)C	5	0.8	4	0	-6	-3	1	0	-6	0
CC(C)c1ccc(NC(=O)C(c2ccc3c(c2)OCO3)N2CCN(C(=O)c3ccco3)CC2)cc1 (centres undefined)	6	0.0	1	0	3	0	6	-1	0	-2
C/C(=N\NC(=O)c1cccs1)C(C)(C)C	-19	0.6	-3	1	5	-2	-1	1	-5	-3
Further structures.
SMILES	TDP2 inh	KLK7 zymogen act	UHRF1 MBD2 ctr	SIAE primary	LEDGF integ inh	PRMT1 FP inh	TCR-CD3 inh	DDE Tn7 FP inh	Tn6 DDE FP	MBD2 DNA inh
CN(CCNC(=O)c1cccc(N2CCCC2=O)c1)Cc1ccccc1	13	0.2	-2	-6	-4	-2	-3	5	-3	0
COc1ccc(-c2sc(Nc3ccccc3)n[n+]2C)c(C)c1C	0	0.3	1	8	-2	5	1	10	2	2
C/C(=N\NC(=O)Cc1c[nH]c2ccccc12)c1ccc2ccccc2c1	-2	-2.5	-3	-5	0	0	-2	-4	-3	0
COc1ccc(CN(Cc2ccc(C(=O)O)cc2)C(=S)Nc2ccccc2F)cc1OC	7	-0.4	1	0	-3	1	-1	4	-7	-5
Cc1noc(C)c1CSc1nc2sc(C)c(C)c2c(=O)n1C1CCCC1	-3	0.2	2	12	2	3	-3	-7	-2	3
COc1ccc(CCNC(=O)c2ccc(C)s2)cc1OC	5	-0.3	1	3	0	0	1	10	-2	0
Cc1ccc(Cn2ccc(NC(=O)C3C4CCC(C4)C3C(=O)O)n2)cc1 (centres undefined)	-9	0.3	-1	-1	2	0	1	-6	1	5
CC1=NN(/C(=N\c2nnc(C)s2)Nc2ccccc2)[C@H](c2cccc3ccccc23)S1	1	-0.1	-1	2	-5	-1	4	5	4	1
O=C(NNC(=S)Nc1ccccc1)c1ccccc1[N+](=O)[O-]	4	-0.4	2	4	-4	0	1	2	2	-2
Cc1ccnc(NC(=O)CSc2cc(=O)n(C)c3ccccc23)c1	-3	0.5	3	-1	-2	6	0	5	-7	2
Cc1ccsc1CN(C)C(=O)CCc1nnc(COc2ccccc2)o1	-6	-0.4	19	3	-1	3	-2	-1	-7	11
COc1ccccc1CN(C)C(=O)c1cccc(S(=O)(=O)N2CCCc3ccccc32)c1	-5	-0.2	-3	-1	-1	4	-5	-2	-1	6
COc1ccc(OC)c(S(=O)(=O)NCCO)c1	-5	0.7	3	-6	1	-2	6	-4	10	-1
COc1ccccc1OCCNC(=O)c1cccs1	6	0.4	0	12	2	3	-3	-3	-8	1
Cc1cc(/C=C(\C#N)C(=O)NCc2ccco2)c(C)n1C1CCCC1	-8	3.4	-1	-4	2	0	2	-1	-3	0

Only KLK7 zymogen act and TCR-CD3 inh, for some of the entries so far:
SMILES,KLK7 zymogen act,TCR-CD3 inh
COc1ccccc1CN(C)C(=O)c1cccc(S(=O)(=O)N2CCCc3ccccc32)c1,-0.2,-5
COc1ccc(OC)c(S(=O)(=O)NCCO)c1,0.7,6
